Bioassay records as filed in PubChem.
UTI89 phage lysis = inhibition of K1F phage lysis, E. coli UTI89, bacterial capsule biogenesis inhibitors, alamar blue (AID 488966); E. coli UTI89 K1F phage lysis, alamar blue, 2 h; higher % means a stronger effect; one-dose inhibition, % at 100 µM; IC50 in µM for titrated hits; actives 0.02% (n = 340,000);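 active = phage lysis inhibition, versus mean bacterial control, above a set limit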;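 also: capsule biogenesis inhibitors block K1F phage lysis so surviving cells raise fluorescence; higher fluorescence means more inhibition of phage lysis; actives were called in the ten point dose series up to 300 µM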
Dengue-2 NS5 capping = Dengue-2 NS5 methyltransferase inhibitors, primary screen, biochemical, confirmation dose response (AID 588689) | Dengue-2 NS5 methyltransferase capping enzyme assay, biochemical; higher % means a stronger effect | inhibition, % at 25 µM; hits with a dose series show IC50 in µM | actives 0.3% (n = 340,000); in the data active = a potency from the dose series
SV40 large T antigen = SV40 large T antigen inhibitors, biochemical (AID 1903); SV40 large T antigen ATPase/helicase inhibition assay; higher % means a stronger effect; inhibition, % at 20 µM, or IC50 in µM where a hit was titrated; actives 0.39% (n = 310,000); in the data active = a potency from the dose series; also: strong numbers were not always called active
PhoP inhibition = PhoP-dependent GFP reporter repression – Salmonella Typhimurium, primary screen (AID 1863) | S. Typhimurium PhoP-regulated promoter GFP reporter, 4 h; higher % means a stronger effect | one-dose inhibition, % at 50 µM; IC50 in µM for titrated hits | actives 0.16% (n = 300,000);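 active = inhibition over 29.93%, a cutoff 3 SD above the screen mean, later confirmed by dose response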;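 also: 0% = low Mg2+ inducing control and 100% = high Mg2+ repressing control; strong numbers were not always called active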
T cell modulator = modulates CD8 T cell binding to vesicles; AID 2052; actives 0.068% (n = 330,000); calls only at 7 µM; 2C CD8+ T cell-vesicle binding, flow cytometry; hits give low values;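 active = response, share of CD8 T cells binding vesicles, and their 90th percentile fluorescence all below set limits, cut at about 80% in these data, passing the limit was not always enough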
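incubation = binding step 1.5 h, 37 °C, antibody labelling 20 min, ice | test system = 2C mouse CD8+ T cells | read-out basis = percent CD8+ FL2 mean versus row control | controls = Peptide-free naked vesicles (low) and QL9 vesicles with 0.7% DMSO vehicle (high) | detection = flow cytometry of vesicle-bound cells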
Rac1 GTP hydrolysis = MgcRacGAP GTPase-activating activity inhibitors, confirmation, biochemical, ADP Hunter fluorescence; AID 624330; actives 0.6% (n = 340,000); MgcRacGAP-stimulated Rac1 GTP hydrolysis, ADP Hunter fluorescence; higher % means a stronger effect; GST-tagged Rac1 F28L mutant substrate; one-dose inhibition, % at 30 µM; IC50 in µM for titrated hits;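 active = first-screen hits whose inhibition reached a set limit at any dose in the follow-up dose series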;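 also: fluorescence reports GDP produced by GAP-driven GTP hydrolysis; strong numbers were not always called active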
West Nile virus CPE = West Nile virus antiviral activity, cell-based, CPE readout (AID 1621); West Nile virus-infected cells, CPE inhibition; higher % means a stronger effect; actives 0.02% (n = 290,000); CPE inhibition, % at 10 µM; hits with a dose series show IC50 in µM; in the data active = a potency from the dose series; also: strong numbers were not always called active
NTR1 ag = agonists of NTR1, primary screen, imaging, U2OS cells, beta-arrestin-GFP, high content (AID 493036). P30989. activation, % at 20 µM. NTR1-U2OS beta-arrestin-GFP spot imaging, agonist mode. actives 0.17% (n = 330,000);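 active = activation at or above 40% of the spot to cytoplasm intensity ratio, with at least 20 cells analyzed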;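 also: 0% = DMSO without peptide and 100% = 100 nM NTR1 peptide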
Target sequence (P30989 whole entry, looked up): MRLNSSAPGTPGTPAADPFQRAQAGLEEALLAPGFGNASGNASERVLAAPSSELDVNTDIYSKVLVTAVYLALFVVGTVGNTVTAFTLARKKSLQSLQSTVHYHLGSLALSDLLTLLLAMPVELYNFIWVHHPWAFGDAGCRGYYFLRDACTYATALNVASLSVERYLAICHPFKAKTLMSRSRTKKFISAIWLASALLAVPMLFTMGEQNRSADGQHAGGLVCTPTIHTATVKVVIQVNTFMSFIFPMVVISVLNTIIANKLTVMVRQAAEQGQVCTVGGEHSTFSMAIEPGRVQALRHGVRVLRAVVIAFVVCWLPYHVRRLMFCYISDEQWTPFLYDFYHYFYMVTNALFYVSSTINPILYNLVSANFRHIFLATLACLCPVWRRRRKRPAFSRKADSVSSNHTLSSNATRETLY
RSV antiviral HEp-2 = inhibition of RSV-induced cytopathic effect – HEp-2 cells, primary 10 µM value included (AID 2391). actives 0.13% (n = 310,000). one-dose CPE inhibition, % at 10 µM; IC50 in µM for titrated hits. HEp-2 cells, RSV-induced CPE inhibition; higher % means a stronger effect; in the data active = a potency from the dose series; also: strong numbers were not always called active
T cell modulator vesicle-bound % = second read-out of T cell modulator, no call of its own (marks repeat the call); double positive events, %; measured here: CD8+ vesicle-bound cell fraction;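 binding gate set so that unloaded-vesicle control wells show 10% double positive cells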
NTR1 ag cell count 20 µM = second read-out of NTR1 ag, no call of its own (marks repeat the call); cell count; measured here: cell count, cytotoxicity flag
* = called active by the depositor; i = inactive; / = not tested or not shown; [ ] = another dose, or the depositor's remark.

Compound	UTI89 phage lysis	Dengue-2 NS5 capping	SV40 large T antigen	PhoP inhibition	T cell modulator	T cell modulator vesicle-bound %	Rac1 GTP hydrolysis	West Nile virus CPE	NTR1 ag	NTR1 ag cell count 20 µM	RSV antiviral HEp-2
Cc1ccc([C@@H]2[C@@H]3C(=O)N(C)C(=O)[C@@H]3[C@]3(Cc4ccccc4)C(=O)N(Cc4ccccn4)CC(=O)N23)o1	1.1%	2%	20%	-2%	i	32	9%	-0.6%	0.5	54	2.4%
Cc1cccc(N(C(=O)CCC(=O)Nc2ccccn2)C(C(=O)NC(C)C)c2ccc(F)cc2)c1 (stereo not given)	0.3%	-6%	1%	-10%	i	56	4%	-0.8%	-1.0	36	5.9%
CC1CCCC(C)N1CC(O)COCC1COc2ccccc2O1 (stereo not given)	1.7%	-3%	10%	4%	i	35	6%	-0.2%	0.9	46	-0.5%
O=C(NCc1ccc(F)cc1)c1ccc(CS(=O)(=O)Cc2ccc(F)cc2)o1	0.0%	-2%	5%	12%	i	13	9%	-0.6%	-0.3	35	-0.7%
O=c1c(Cl)c(N2CCN(S(=O)(=O)c3ccccc3)CC2)cnn1-c1ccccc1	1.5%[50 µM]	-5%	5%	-8%	i	51	3%	0.2%	3.2	70	0.8%
Nc1nc(CSC(=S)N2CCOCC2)nc(Nc2ccc(F)cc2)n1	0.1%	4%	1%	-2%	i	30	0%	3.2%	0.3	89	0.1%
CC1CN=C(N(C(=O)Nc2ccccc2)c2ccc(S(=O)(=O)N3CCOCC3)cc2)S1 (stereo not given)	0.7%	-1%	-2%	16%	i	37	11%	-0.4%	-0.8	43	6.0%
O=c1oc2ccccc2n1CCc1ccccc1	0.4%	-4%	17%	4%	i	32	8%	0.3%	-0.1	51	1.3%
O=C(COC(=O)c1cn(-c2ccccc2)nc1-c1cccnc1)NC1CC1	0.0%	-2%	13%	-2%	i	7	4%	-0.3%	-0.1	39	3.2%
CCOC(=O)N1CCN(CCC(=O)c2ccc(Cl)cc2)CC1	-0.1%	-39%	1%	4%	i	2	15%	0.9%	1.2	75	-0.9%
Cc1ccc(Nc2ncnc3sc(C)c(C)c23)cc1	0.1%	-3%	11%	-7%	i	41	18%	1.4%	0.5	61	2.5%
CN(C)S(=O)(=O)c1ccc2nnn(OCC(=O)NC3CCS(=O)(=O)C3)c2c1 (stereo not given)	1.1%[50 µM]	-11%	/	/	i	4	4%	/	4.4	60	1.7%

Compound	UTI89 phage lysis	Dengue-2 NS5 capping	SV40 large T antigen	PhoP inhibition	T cell modulator	T cell modulator vesicle-bound %	Rac1 GTP hydrolysis	West Nile virus CPE	NTR1 ag	NTR1 ag cell count 20 µM	RSV antiviral HEp-2
CNS(=O)(=O)c1cc(-c2nnc(Nc3ccc(CC(N)=O)cc3)c3ccccc23)ccc1C	0.3%	0%	14%	10%	i	47	10%	0.0%	1.8	71	1.1%
OCCNc1nc(N2CCN(Cc3ccccc3)CC2)nc2ccccc12	0.6%	0%	10%	16%	i	42	6%	-0.7%	3.1	77	0.0%
CCc1ccc(N2CC34C=CC(O3)C(C(=O)OC(C)C)C4C2=O)cc1 (stereo not given)	4.1%	16%	1%	-9%	i	34	11%	-0.3%	2.5	52	1.1%
O=C(CCC(=O)NNC(=O)COc1ccc(Br)cc1Br)NCc1ccccc1	/	/	7%	-12%	i	44	/	0.2%	0.3	50	2.8%
CCOC(=O)C[C@H]1c2ccccc2S(=O)(=O)N1c1cccc(OC)c1	1.1%	-8%	18%	9%	i	24	7%	-0.6%	1.5	96	1.9%
CCOC(=O)c1ccc2c(c1)NC(=O)C(N1CCN(c3ccc(OC)cc3)CC1)S2 (stereo not given)	0.2%	-6%	12%	9%	i	52	2%	-0.1%	3.5	48	1.1%
CC(OC(=O)c1ccccc1)C(=O)NCc1ccco1 (stereo not given)	0.7%[50 µM]	-5%	/	/	i	52	-2%	/	-1.0	55	/
CN(C)C(=O)CN1C(=O)NC(c2ccccc2)(c2ccccc2)C1=O	0.5%	-4%	9%	-8%	i	27	7%	0.6%	0.7	66	0.8%
Nc1ncnc2c1ncn2[C@@H]1O[C@H](CNC(=O)[C@@H](N)Cc2ccc(C(F)(F)F)cc2)[C@@H](O)[C@H]1O	0.3%	-2%	/	/	/	/	10%	/	0.5	68	/
Nc1ccc2nc(SCc3ccccc3F)sc2c1	0.1%	8%	14%	-11%	i	43	20%	0.2%	2.0	63	9.6%
CCOC(=O)c1nn(-c2ccc(OC)cc2)c(=O)c2c(N)scc12	1.1%	5%	14%	0%	i	16	15%	-0.2%	0.8	49	-0.4%
O=C(CSc1nc2ccccc2c(=O)n1CCCO)N1CCc2ccccc21	2.2%	-4%	4%	-5%	i	32	7%	-1.3%	1.8	77	3.2%

Compound	UTI89 phage lysis	Dengue-2 NS5 capping	SV40 large T antigen	PhoP inhibition	T cell modulator	T cell modulator vesicle-bound %	Rac1 GTP hydrolysis	West Nile virus CPE	NTR1 ag	NTR1 ag cell count 20 µM	RSV antiviral HEp-2
COc1ccc(-c2csc3ncnc(N4CCN(S(=O)(=O)c5cccc(F)c5)CC4)c23)cc1	0.4%[50 µM]	-6%	27%	-3%	i	17	5%	/	12	62	4.0%
CCNC(=S)N1CCN(CC(=O)Nc2ccc(Br)cc2)CC1	2.1%	-5%	19%	8%	i	47	8%	-0.8%	1.0	58	2.2%
Cc1cccc(CSc2ncc(CO)n2C)c1	0.4%	0%	8%	6%	i	28	10%	0.1%	0.9	37	1.9%
CCOC(=O)CC/C(C)=N\N=C1\SC(CC(=O)O)C(=O)N1c1ccccc1 (stereo not given)	-0.3%	3%	14%	-9%	i	47	8%	0.2%	-1.3	52	-0.5%
CCOc1ccc(N2CC(C(=O)Nc3ccccc3F)CC2=O)cc1 (stereo not given)	0.0%	-2%	7%	2%	i	47	6%	0.8%	1.4	69	2.5%
CC(C)(C)c1nc(-c2ccccc2)nc2c1OCCC2	0.0%	-9%	12%	12%	i	26	6%	/	5.2	52	0.2%
CCOC(=O)COc1ccc(Br)cc1/C=C1\SC(N)=NC1=O	1.6%	-5%	25%	-5%	i	36	8%	-0.4%	1.5	51	0.8%
O=C(O)CSc1c2c(nc3cc(C(=O)Nc4cccc(C(F)(F)F)c4)ccc13)CCC2	-0.7%	3%	19%	-7%	i	48	11%	0.9%	0.1	66	5.1%
C=C(C)Cn1c(-c2cccs2)n[nH]c1=S	0.3%	-5%	/	/	i	17	21%	0.4%	0.0	55	0.6%
N/C(=N\OC(=O)c1cccc2ccccc12)c1ccccn1	0.2%	2%	10%	-8%	i	23	10%	2.5%	0.5	40	-2.0%
O=C(NN1CCOCC1)c1ccccc1F	0.5%[50 µM]	-3%	13%	-4%	i	14	7%	-0.3%	0.6	65	0.8%
Cc1ccc(S(=O)(=O)N(C)Cc2nc(-c3ccncc3)no2)cc1	1.6%	-7%	7%	7%	i	17	0%	-0.6%	-0.1	82	3.3%

Compound	UTI89 phage lysis	Dengue-2 NS5 capping	SV40 large T antigen	PhoP inhibition	T cell modulator	T cell modulator vesicle-bound %	Rac1 GTP hydrolysis	West Nile virus CPE	NTR1 ag	NTR1 ag cell count 20 µM	RSV antiviral HEp-2
COc1ccccc1NC(=O)N1c2ccccc2NC(=O)CC1C (stereo not given)	0.1%	2%	12%	-7%	i	19	-2%	-0.6%	-0.2	49	0.4%
COc1ccc(C)cc1S(=O)(=O)N(C)CC(=O)N1CCCC1	0.3%	10%	-12%	6%	i	13	13%	0.1%	-0.7	65	0.9%
CCOc1ccc(N(C(=O)c2snc(C(N)=O)c2N)C(C(=O)NCC2CCCO2)c2ccco2)cc1 (stereo not given)	0.0%	2%	9%	4%	i	18	0%	-0.1%	3.0	62	1.6%
COC(=O)c1cc(S(=O)(=O)N2CCC(C)CC2)ccc1F	-1.2%	0%	-11%	10%	/	/	6%	-0.1%	0.1	74	0.3%
CCCC(C)NC(=O)Cn1c(=O)c2c(ncn2CCC(C)C)n(Cc2ccccc2)c1=O (stereo not given)	0.3%	-12%	4%	2%	i	25	1%	-1.0%	1.1	62	3.0%
CCOC(=O)CCC(=O)Nc1ccc(S(=O)(=O)N2CCc3ccccc32)cc1	0.0%	-9%	6%	-1%	i	58	8%	-0.9%	-0.4	68	1.0%
COc1ccc(CCN(C)S(=O)(=O)c2cn(C)c(=O)n(C)c2=O)cc1OC	1.0%[50 µM]	-2%	/	/	i	27	6%	/	0.7	72	0.7%
CS(=O)(=O)N1CCc2cc(S(=O)(=O)Nc3ccc4c(c3)OCCO4)ccc21	1.1%[50 µM]	-7%	9%	0%	i	52	10%	-1.2%	0.0	59	0.0%
O=C(C(c1ccccc1)c1ccccc1)N1CC[C@@]2(O)CCCC[C@H]2C1	2.5%	-3%	-1%	3%	i	27	9%	-0.1%	0.9	47	0.2%
COCCn1nnnc1C(c1ccc(Cl)cc1)N1CCN(C(=O)c2ccco2)CC1 (stereo not given)	-0.3%	-1%	13%	1%	i	53	-1%	-0.1%	-1.2	46	2.3%
COc1ccc(-n2c(CNC(=O)COc3ccc(Cl)cc3)n[nH]c2=S)cc1	1.1%	-1%	1%	2%	i	60	-3%	-0.6%	0.7	77	2.4%
CCN(CC)S(=O)(=O)c1cccc(-c2n[nH]c(=S)n2C)c1	-2.9%	-8%	14%	2%	i	27	10%	0.6%	0.7	35	-0.9%

Complete entries as entered above. Values in the order: UTI89 phage lysis	Dengue-2 NS5 capping	SV40 large T antigen	PhoP inhibition	T cell modulator	T cell modulator vesicle-bound %	Rac1 GTP hydrolysis	West Nile virus CPE	NTR1 ag	NTR1 ag cell count 20 µM	RSV antiviral HEp-2
CCOc1ccc(N(C(=O)c2snc(C(N)=O)c2N)C(C(=O)NCC2CCCO2)c2ccco2)cc1 (stereo not given) as listed: 0.0%	2%	9%	4%	i	18	0%	-0.1%	3.0	62	1.6%
COc1ccc(C)cc1S(=O)(=O)N(C)CC(=O)N1CCCC1 as listed: 0.3%	10%	-12%	6%	i	13	13%	0.1%	-0.7	65	0.9%
CS(=O)(=O)N1CCc2cc(S(=O)(=O)Nc3ccc4c(c3)OCCO4)ccc21 as listed: 1.1%[50 µM]	-7%	9%	0%	i	52	10%	-1.2%	0.0	59	0.0%

Rows were taken by chance (roughly 1.5% active in at least one column).
